Compound activity deposited in PubChem BioAssay by Sanford-Burnham Center for Chemical Genomics.
AID2073: inhibitors of Mint1-CaV2.2 protein interaction, biochemical, HTRF (AID 2073) | Voltage-dependent N-type calcium channel subunit alpha-1B (Homo sapiens) | HTRF protein-protein interaction, Mint1-CaV2.2; higher % means a stronger effect | inhibition, % at 20 µM, or IC50 in µM where a hit was titrated | actives 0.19% (n = 290,000); in the data active = inhibition mostly above about 51%, no sharp cut-off; inconclusive = no clear call, values can overlap the other calls; inactive = mostly below about 53%; also: some results filed as inactive read as strong as hits
Siah-1 displacement: Siah-1 peptide-binding antagonists, primary screen, biochemical, fluorescence polarization, rhodamine-plectin, uHTS (AID 1817) | actives 0.02% (n = 290,000) | E3 ubiquitin-protein ligase SIAH1 (Homo sapiens) | one-dose displacement, % at 20 µM; IC50 in µM for titrated hits | Siah-1 / rhodamine-plectin peptide fluorescence polarization; higher % means a stronger effect;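 active = displacement of at least 50% at 20 µM, with a fluorescence ratio check between 0.3 and a set limit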;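 also: plate controls were Siah plus tracer with DMSO for no effect and tracer alone without Siah for full effect; strong numbers were not always called active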
LYP phosphatase: inhibitors of LYP phosphatase, biochemical, fluorescence intensity, uHTS (AID 1779) | Tyrosine-protein phosphatase non-receptor type 22 (Homo sapiens) | recombinant LYP phosphatase, fluorescence intensity; higher % means a stronger effect | actives 0.054% (n = 290,000) | inhibition, % at 11.5 µM, or IC50 in µM where a hit was titrated; in the data active = inhibition above about 50%;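 also: plate controls were vehicle with enzyme for no effect and no enzyme for full effect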
Numbers without * were called inactive; ? = inconclusive. Some of the compounds tested; count on the stated rates, not on these rows.

SMILES	AID2073	Siah-1 displacement	LYP phosphatase
CC1CCN(C(=O)COc2ccc(S(=O)(=O)N3CCCC3)cc2)CC1	6.6%	3.8%	-6.5%
COc1ccc(NC(=O)NNC(=O)c2cc3occc3n2C)c(OC)c1	-1.2%	-0.4%	-6.2%
CN1C(=O)[C@H]2[C@@H](C3CC3)N3C(=O)CN(CCO)C(=O)[C@@]3(Cc3ccccc3)[C@H]2C1=O	0.1%	-4.4%	-13.8%
Cc1oc(-c2ccccc2F)nc1CS(=O)CC(=O)NC1CC1 (configuration not stated)	-3.7%	4.1%	-10.6%
Nc1nc(NCc2ccccc2)n(-c2ccccc2)n1	9.3%	4.6%	-2.1%
COC(=O)c1cc(C)nc2c1C(=O)C(=O)C=C2N1CCOCC1	-15.6%	21.0%	-3.3%
Cc1cc(C)c(C(=O)C(C)OC(=O)c2ccc(Cl)nc2)cc1C (configuration not stated)	4.4%	4.7%	4.0%
C[C@H](NC(=O)c1nc[nH]c1C(=O)NCC(=O)OCc1ccccc1)C(=O)OC(C)(C)C	10.8%	1.3%	-6.5%
O=C(CN(CC1CCCO1)C(=O)CNS(=O)(=O)c1ccccc1)NCc1ccc(F)cc1 (configuration not stated)	13.2%	2.3%	-3.9%
COc1ccc(S(=O)(=O)N2CCC(C(=O)NC3CCCCC3C)CC2)cc1 (configuration not stated)	22.2%	-4.6%	-7.7%
Cn1cc(C(=O)Nc2ccc(C#N)cc2)c2ccccc2c1=O	4.4%	-0.7%	-8.2%
CC(NC(=O)c1cc(F)c(F)c(F)c1F)c1ccc(-n2ccnc2)cc1 (configuration not stated)	2.0%	5.3%	-11.6%
O=C(CN1CCN(S(=O)(=O)c2ccc(F)cc2)CC1)Nc1ccc(F)cc1F	11.4%	4.4%	-8.1%
Cc1cc(=O)oc2cc(OC(C)C(=O)NCc3ccccn3)ccc12 (configuration not stated)	7.4%	-7.3%	-10.3%
Cc1ccc(S(=O)(=O)Nc2c(C)nc3nc(C)[nH]n3c2=O)c(C)c1	6.3%	0.6%	-7.1%
CCOc1ccc(NC(=O)Nc2ccc3c(c2)CCC3)cc1	14.7%	5.5%	-6.2%
CC(=O)NCCc1nc2cc(NC(=O)COc3cccc(C)c3)ccc2n1C	11.7%	1.5%	-8.9%
Cc1cc(C)c(S(=O)(=O)NCc2ccccn2)cc1C	8.3%	-3.9%	-14.2%
Cc1onc(-c2ccccc2Cl)c1C(=O)NNC(=O)c1ccccc1F	7.3%	-2.3%	-5.0%
Cc1cc(C)c(S(=O)(=O)NCc2cccnc2)c(C)c1	-11.3%	-3.0%	-3.5%
Cc1ccc(-c2csc3ncn(CC(=O)O)c(=O)c23)cc1C	-3.7%	4.5%	-12.4%
CCCCN1C(C(=O)Nc2cc(C)on2)=C(O)c2ccccc2S1(=O)=O	22.9%	12.7%	-5.0%
c1ccc(CNc2ncnc3sccc23)cc1	9.2%	0.3%	-11.7%
CC(C)(C)NC(=O)CN(CCN1CCOCC1)C(=O)CNS(=O)(=O)c1ccccc1	3.3%	13.7%	-10.0%
COc1ccc(OC)c(NC(=O)NNS(=O)(=O)c2ccc(C)cc2C)c1	5.9%	-2.2%	-12.2%
CCOc1ccc(NC(=O)c2c(NC(=O)CN3CCN(C)CC3)sc3c2CCC3)cc1	3.9%	-0.9%	-9.1%
Cc1nc2nc(SCc3ccccc3)[nH]n2c(=O)c1C	-9.0%	-0.7%	-6.8%
Cc1ccc2[nH]c(C)c(/C=C/c3cc[n+](C)cc3)c2c1	-11.8%	-8.9%	2.1%
Cc1ccsc1/C=N/Nc1ccc(F)cc1F	11.5%	1.0%	-6.6%
CCOCC(=O)N1CCN(Cc2ccc3c(c2)OCO3)CC1	-3.7%	8.0%	19.7%
COC(=O)CCCN1C(=O)c2cccc3cccc(c23)C1=O	-2.2%	-1.2%	-10.0%
COc1ccc(-c2nn(-c3ccccc3)cc2C=O)cc1[N+](=O)[O-]	-3.4%	1.6%	-7.9%
Cc1nc(NC(=O)CN2CCCCC2)sc1C(=O)N(C)C	10.6%	-4.5%	-5.7%
CC(C)=NNc1nc2c(c(=O)[nH]c(=O)n2C)n1CCCc1ccccc1	28.5%	1.9%	3.9%
COc1cccc2cc(CC(=O)c3ccc(C)c(C)c3)c(=O)oc12	5.3%	13.4%	-6.5%
COC(=O)C(C)NC(=O)C12CC3CC(C1)CC(c1ccc(C)cc1)(C3)C2 (configuration not stated)	5.3%	-3.8%	-4.7%
Cc1csc(NC(=O)Cc2c(F)cccc2Cl)n1	11.1%	-0.5%	-8.2%
CN(C)S(=O)(=O)c1cccc(C(=O)OCC(=O)N2CCCC2=O)c1	2.8%	18.3%	-12.7%
CC(=O)c1ccc(OCc2cc(C(=O)N3CCCCC3c3cccnc3)no2)cc1 (configuration not stated)	-1.5%	-1.4%	-11.7%
O=C(c1cc[n+]([O-])cc1)N1CCCC(N2CCN(c3cccc(C(F)(F)F)c3)CC2)C1 (configuration not stated)	7.6%	3.3%	-6.5%

Part of the list above with just Siah-1 displacement.
| SMILES | Siah-1 displacement |
| --- | --- |
| COC(=O)C(C)NC(=O)C12CC3CC(C1)CC(c1ccc(C)cc1)(C3)C2 (configuration not stated) | -3.8% |
| Cc1csc(NC(=O)Cc2c(F)cccc2Cl)n1 | -0.5% |
| CN(C)S(=O)(=O)c1cccc(C(=O)OCC(=O)N2CCCC2=O)c1 | 18.3% |
| CC(=O)c1ccc(OCc2cc(C(=O)N3CCCCC3c3cccnc3)no2)cc1 (configuration not stated) | -1.4% |
| O=C(c1cc[n+]([O-])cc1)N1CCCC(N2CCN(c3cccc(C(F)(F)F)c3)CC2)C1 (configuration not stated) | 3.3% |

Next entries:
SMILES	AID2073	Siah-1 displacement	LYP phosphatase
O=C(CSc1nnc2c(n1)[nH]c1ccc(F)cc12)NCc1ccc(F)cc1	15.4%	14.1%	-13.1%
CSc1ccc(S(=O)(=O)Nc2c(C)n(C)n(-c3ccccc3)c2=O)cc1	1.0%	2.6%	-4.9%
CN(Cc1ccc(F)cc1)S(=O)(=O)c1nnc(NC(=O)c2ccccc2)s1	21.4%	4.4%	-5.4%
CC(C)(C)N=C(NS(=O)(=O)c1cccs1)c1ccccc1	7.5%	0.3%	-12.1%
COCCNCC(=O)N1c2ccccc2Sc2ccccc21	10.2%	2.3%	-7.5%
Cc1ccc(S(=O)(=O)NCc2ccc(C(=O)NC3CCCCC3)cc2)cc1	1.0%	9.6%	-10.1%
CN1CCN(c2ccc(NC(=O)c3cc([N+](=O)[O-])ccc3N3CCOCC3)cc2)CC1	7.0%	-2.7%	-7.8%
O=C(CCn1c(=O)c2cccn2c2ccccc21)Nc1ccc(F)cc1	10.4%	-3.0%	-1.5%
CCN1CCN(C(=O)Cn2ncc3c([nH]c4ccc(C)cc43)c2=O)CC1	13.9%	-5.4%	-9.7%
CC(C)CN1CCC(=O)N([C@H](CO)c2ccccc2)CC1	8.9%	0.1%	-15.3%
COc1ccc(NC(=O)NS(=O)(=O)c2ccc(C)cc2)cn1	-3.8%	0.4%	-8.9%
COc1cccc(CN2CCNC(=O)C2CC(=O)N(C)CC2CCOCC2)c1OC (configuration not stated)	4.9%	3.7%	1.3%
CCOC(=O)N1CCN(C(=O)Cn2nc(C)n3nc(-c4ccccc4)cc3c2=O)CC1	5.7%	-3.8%	-7.6%
Cc1ccc(-n2ncc3c(NNC(=O)c4ccco4)ncnc32)cc1C	9.5%	3.0%	-4.2%
CCOCCCNC(=O)c1ccc(CS(=O)(=O)c2cccc(C(F)(F)F)c2)o1	3.6%	-1.9%	-5.7%
CCOc1ccc(CCNC(=O)COC(=O)/C=C/c2ccc(C)o2)cc1OCC	-6.2%	-0.4%	3.1%
Cc1nc2sccn2c(=O)c1S(=O)(=O)Nc1cccc(Cl)c1C	1.4%	13.1%	-9.6%
COc1ccc(OCc2cc(C(=O)N3C[C@@H](C)O[C@@H](C)C3)no2)c(Cl)c1	0.7%	-1.8%	-5.7%
Cc1cc(NC(=O)Nc2ccccc2[N+](=O)[O-])n(C)n1	3.5%	2.5%	-3.8%
O=c1nc(-c2ccccc2)c2cc(SC(F)F)ccc2[nH]1	25.4%	-5.0%	-6.1%
CC(C)C(=O)Nc1ccc2c(c1)Cc1cc(NC(=O)C(C)C)ccc1-2	26.8%	-8.6%	-9.7%
CCOc1cccc(-c2c(C(=O)N/N=C/c3c(F)cccc3Cl)nnn2-c2nonc2N)c1	3.2%	-7.3%	-1.5%
Cc1onc(-c2ccccc2)c1C(=O)Nc1ccccc1NC(=O)c1c(-c2ccccc2)noc1C	0.2%	7.2%	-5.9%
COc1ccc(OC)c(N2C(=O)c3cccnc3C2=O)c1	14.1%	4.5%	-5.4%
Cc1ccc(-c2nc(CS(=O)(=O)CC(=O)NCc3cccc(F)c3)c(C)o2)cc1	11.4%	-8.0%	-2.3%
CNS(=O)(=O)c1cc(NC(=O)c2cncn2-c2ccccc2)ccc1C	4.7%	-8.3%	-6.2%
N#Cc1c(-c2ccncc2)cc(-c2ccc(F)cc2)nc1N	22.4%	1.6%	-25.9%
COc1ccc(S(=O)(=O)Nc2c(NC3CCCCC3)c3ccccc3oc2=O)cc1OC	3.1%	5.4%	2.1%
O=C(CCN1C(=O)C2C3CCC(C3)C2C1=O)OCC(=O)c1ccc(Br)cc1 (configuration not stated)	-1.3%	-2.4%	-6.2%
O=C(O)C1CCN(S(=O)(=O)c2cccc3nsnc23)CC1	10.0%	-0.1%	-8.6%
Cc1nn(C)c(C)c1CN(C)C(=O)C1CCC(=O)N(C2CCCCCC2)C1 (configuration not stated)	3.4%	3.7%	-11.9%
Cc1nn(-c2ccc(N3CCCCC3)nn2)c(C)c1CCC(=O)Nc1ccccc1F	-2.0%	-1.6%	-1.0%
COc1ccccc1OCC(=O)NC1CC(C)(C)NC(C)(C)C1	5.7%	4.9%	-4.1%
O=S(=O)(NCC1CCN(Cc2ccccc2)CC1)c1ccccc1C(F)(F)F	-0.5%	-8.8%	-9.1%
Cc1ccc(CNC(=O)C2CCN(S(=O)(=O)c3ccc4c(c3)CC(C)N4C(=O)C3CCC3)CC2)o1 (configuration not stated)	15.6%	6.8%	-8.5%
CCOc1ccc(CNC(=O)CCC(=O)n2nc(C)c3ccccc32)cc1	0.0%	-3.4%	0.1%
Cc1c(-c2ccccc2)c(=O)oc2ccc(O)cc12	30.6%	8.0%	-6.1%
CCN1CCN(C(=O)c2cc3c(s2)-c2c(C)cccc2OC3)CC1	?	6.5%	-17.6%
Cc1ccc(NC(=O)C2CCN(C(=O)c3cccs3)CC2)c(C)c1	-0.6%	-4.2%	-7.5%
CCOc1ccc2nc(SCC(=O)NCc3ccc(OC)cc3)[nH]c2c1	7.9%	-0.2%	-7.1%
Cc1cnc(NC(=O)c2ccc(Cl)nc2)s1	12.5%	0.1%	1.4%
COc1ccc(N2C(=O)c3ccccc3C2O)cc1 (configuration not stated)	15.9%	1.4%	-10.2%
CC1(C(=O)O)CCC(C(=O)NNC(=O)c2ccccc2O)C1(C)C (configuration not stated)	6.3%	-1.5%	-7.3%
CN1CCN(c2nc3c(c(=O)[nH]c(=O)n3C)n2Cc2ccc(Cl)cc2)CC1	3.9%	-0.4%	-8.6%
COc1ccc(N(C(=O)CNC(=O)c2ccco2)C(C(=O)NCC2CCCO2)c2ccccc2)c(OC)c1 (configuration not stated)	-2.8%	5.2%	-7.1%
CNC(=O)C(=O)Nc1cc2c3c(c1)C(C)C(=O)N3CCC2 (configuration not stated)	14.6%	1.5%	-8.0%
COc1ccc(CN2CCNC(=O)C2CC(=O)NC2CCCCCCC2)cc1OC (configuration not stated)	-2.6%	7.1%	-6.5%
Cc1cc(OCCN2CCOCC2)ccc1Cl	3.6%	-1.9%	-4.2%
O=C(Nc1ccc2c(c1)CCCN2C(=O)c1cccs1)c1ccccc1	9.5%	-2.8%	-8.5%
O=C(Nc1ccc(S(=O)(=O)N2CCCCC2)cc1)c1ccccc1F	7.0%	1.9%	-11.6%
CCOC(=O)C1(Cc2ccc(OC)cc2)CCN(C(=O)c2cc(C)nn2C)CC1	7.3%	0.7%	-10.7%
COc1cc(C(=O)N=C2SC3CS(=O)(=O)CC3N2c2ccccc2)cc(OC)c1OC (configuration not stated)	20.0%	7.9%	-9.0%
Cc1ccc(CSc2nc(N)cc(=O)[nH]2)cc1	-7.1%	-1.6%	-3.6%
CCOC(=O)NC1Cc2ccccc2C1Sc1ccccn1 (configuration not stated)	8.0%	-4.3%	-4.1%
C/C(=N/N1CCN(Cc2ccccc2)CC1)c1ccc(Br)cc1	1.3%	-2.0%	-6.1%
O=[N+]([O-])c1ccc(Cl)c(NC2=NCCCCC2)c1	1.4%	13.1%	-9.4%
CC1CN(C(=O)CCC(=O)NCCc2ccccc2)c2ccccc2O1 (configuration not stated)	4.4%	-1.4%	-7.3%

A second format for some results above.
compound,AID2073,Siah-1 displacement,LYP phosphatase
CCOC(=O)NC1Cc2ccccc2C1Sc1ccccn1 (configuration not stated),8.0%,-4.3%,-4.1%
Cc1cc(C)c(S(=O)(=O)NCc2ccccn2)cc1C,8.3%,-3.9%,-14.2%
CCOc1ccc(CCNC(=O)COC(=O)/C=C/c2ccc(C)o2)cc1OCC,-6.2%,-0.4%,3.1%
Cc1ccc(-c2csc3ncn(CC(=O)O)c(=O)c23)cc1C,-3.7%,4.5%,-12.4%
COc1cccc(CN2CCNC(=O)C2CC(=O)N(C)CC2CCOCC2)c1OC (configuration not stated),4.9%,3.7%,1.3%
